Screening results as filed in PubChem BioAssay.
GPR151 ag: activators of human GPR151. activation, % at 11.2 µM. 1% of 650,000 active. AID 1508602. Q8TDV0. PathHunter beta-arrestin GPR151 cells, luminescence; in the data active = activation above about 4.9%;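 also: 0% = median of compound wells and 100% = cells with positive control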
Target sequence (Q8TDV0 whole entry, looked up): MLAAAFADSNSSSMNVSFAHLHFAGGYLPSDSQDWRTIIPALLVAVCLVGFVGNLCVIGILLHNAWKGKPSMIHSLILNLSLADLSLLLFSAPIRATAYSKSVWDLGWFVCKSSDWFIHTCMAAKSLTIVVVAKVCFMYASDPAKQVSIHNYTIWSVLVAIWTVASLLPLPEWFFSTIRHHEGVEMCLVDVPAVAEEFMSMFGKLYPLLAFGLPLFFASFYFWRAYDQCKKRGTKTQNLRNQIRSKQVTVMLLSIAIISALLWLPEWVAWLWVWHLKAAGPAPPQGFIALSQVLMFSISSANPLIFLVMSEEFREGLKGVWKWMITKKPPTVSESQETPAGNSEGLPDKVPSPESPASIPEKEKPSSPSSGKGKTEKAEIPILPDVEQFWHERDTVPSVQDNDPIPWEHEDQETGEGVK
MITF inh: blocks human microphthalmia-associated transcription factor; 0.91% of 650,000 active; inhibition, % at 2.6 µM; AlphaScreen MITF homodimerization, bead proximity signal; in the data active = inhibition above about 50%;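 also: 0% = vehicle wells with protein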
Target sequence (O75030 whole entry, looked up): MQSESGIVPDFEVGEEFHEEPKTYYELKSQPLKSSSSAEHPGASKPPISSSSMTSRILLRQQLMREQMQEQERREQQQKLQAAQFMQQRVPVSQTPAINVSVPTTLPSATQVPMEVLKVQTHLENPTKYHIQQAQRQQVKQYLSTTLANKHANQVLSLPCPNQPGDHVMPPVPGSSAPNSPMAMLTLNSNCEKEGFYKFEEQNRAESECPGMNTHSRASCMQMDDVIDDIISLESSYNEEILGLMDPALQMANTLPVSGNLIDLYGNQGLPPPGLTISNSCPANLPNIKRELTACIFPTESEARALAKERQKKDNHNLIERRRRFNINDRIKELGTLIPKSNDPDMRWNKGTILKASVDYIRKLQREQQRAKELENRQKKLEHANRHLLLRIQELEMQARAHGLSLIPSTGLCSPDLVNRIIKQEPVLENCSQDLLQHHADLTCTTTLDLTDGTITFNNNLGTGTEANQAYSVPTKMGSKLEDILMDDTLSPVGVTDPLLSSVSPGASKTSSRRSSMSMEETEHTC
TEAD-YAP inh: TEAD-YAP interaction inhibition; HEK-TIYL cells, TEAD-Gal4/YAP UAS-luciferase luminescence; 1.4% of 640,000 active; AID 1259422; inhibition, % at 9.12 µM; in the data active = inhibition above about 32%;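 also: 0% = median of test compound wells and 100% = reference inhibitor wells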
FBW7 act: human FBW7 E3 ligase activation, primary screen; Q969H0; 0.13% of 650,000 active; AID 1259310; normalized activity (activation), % at 26.1 µM; AlphaScreen FBW7–phospho-cyclin E peptide binding, activator screen; in the data active = normalized activity above about 1.9%;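 also: purified mutant Fbw7 with reduced substrate affinity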
Active calls of the source: *; . = no result given.

SMILES	GPR151 ag	MITF inh	TEAD-YAP inh	FBW7 act
O=C(N/N=C/c1ccccc1[N+](=O)[O-])c1ccc([N+](=O)[O-])cc1	-0.2	12	-51	0.1
COc1cc(CN2CCN(C3CCCC3)CC2)cc(OC)c1OC	3.1	65*	11	0.1
CC(=O)N(C(C)=O)c1ccc(Oc2ccc(N(C(C)=O)C(C)=O)cc2)cc1	0.3	6	-1	-0.2
N#Cc1ccc(CSc2nnc(-c3cccc(S(=O)(=O)N4CCCCC4)c3)o2)cc1	8.7*	0	-3	-0.1
CCOC(=O)CC(C(C)C)N(Cc1ccc(F)cc1)C(=S)Nc1cccc(C)c1 (stereo unspecified)	-0.1	2	-10	0.1
CSc1ccc(-c2c(C#N)c(N)n3c(nc4ccccc43)c2C#N)cc1	-0.3	1	-3	-0.1
CC(C)[C@@H]1NC(=O)[C@H]2CN(S(=O)(=O)c3ccc4ccccc4c3)CCN2C1=O	0.1	-12	4	0.1
CC1CCC(NC(=O)c2cc3c(s2)CS(=O)(=O)C3)CC1 (stereo unspecified)	-0.3	-4	-12	0.0
COc1ccc(OC)c(NC(=O)/C=C/c2c(F)cccc2Cl)c1	-1.3	19	-31	0.1
O=C(c1ccc(S(=O)(=O)c2cccc(Cl)c2)c([N+](=O)[O-])c1)N1CCN(c2ccccc2)CC1	-1.2	17	10	0.2
CCC(C(=O)Nc1ccc(C(=O)Nc2ccccc2C(=O)O)cc1)c1ccccc1 (stereo unspecified)	0.7	18	5	0.1
CC1CC(C)CN(S(=O)(=O)c2cc(C(=O)Nc3ccc(Oc4ccccc4)cc3)ccc2F)C1 (stereo unspecified)	0.9	16	-6	0.0
CN(Cc1ccccc1)c1nc2c(c(=O)n(C)c(=O)n2C)n1Cc1ccc(Cl)cc1	3.7	14	2	0.9
Cc1ccc(NC(=O)C(=O)N/N=C/c2ccc3c(c2)OCO3)cc1	0.7	-9	4	-0.1
O=C(Nc1ccc2c(c1)CCC2)c1cnn2c1NC(c1ccco1)CC2C(F)(F)F (stereo unspecified)	-0.4	18	-25	-0.1
COc1ccccc1CN1C(=O)C(C)Oc2cccnc21 (stereo unspecified)	-0.3	16	-5	0.3
COCCn1nnnc1C(c1ccc(F)cc1)N1CCN(C(=O)c2ccco2)CC1 (stereo unspecified)	0.5	4	10	0.1
Cc1c(-c2ccc(-c3ccccc3)cc2)[n+](CC(=O)c2ccccc2)c2ccccn12	1.0	7	56*	-0.1
COc1nc(Nc2cc(OC)c(OC)c(OC)c2)nc(-c2ccccc2)n1	0.2	8	2	0.5
COC(=O)c1[nH]c2ccccc2c1C=C1C(=O)c2ccccc2C1=O	-1.9	3	-1	0.1
O=C(NCc1n[nH]c(=S)n1-c1cccc(Cl)c1)c1ccccc1	1.7	2	-1	-0.1
CCOC(=O)N1CCN(c2[nH]c(=O)n(C)c(=O)c2CC=C(C)C)CC1	0.2	12	0	0.1
COc1ccc(CCNC(=O)CCn2c(SCc3ccc(C)cc3C)nc3ccccc3c2=O)cc1OC	0.6	-2	-1	-0.2
Cc1ccc(C(=O)CN(C(=O)c2ccc(Cl)cc2)N2C(=O)C3CC=CCC3C2=O)cc1 (stereo unspecified)	3.9	12	-1	-0.2
O=C(C1CCCCC1)N1CCN(c2nc(-c3ccc(F)cc3)cs2)CC1	3.9	16	-3	-0.1
CCC(=O)c1cn(CC(=O)N2C(C)CCCC2C)c2ccccc12 (stereo unspecified)	0.4	8	13	-0.1
COCCn1c(=NC(=O)c2cccs2)sc2cc(C(=O)OC)ccc21	0.6	-4	-10	-0.1
CC(C)CC(=O)C1CCCN(C(=O)CC2(c3cccc(F)c3)CC(=O)N(C)C2=O)C1 (stereo unspecified)	1.3	-3	2	-0.2
CC1CCN(Cc2nnnn2CCCC(=O)NC2CCOC2)CC1 (stereo unspecified)	0.8	5	-9	-0.1
COc1ccc(C2C(C#N)=C(N)Oc3n[nH]c(C)c32)cc1CSC1=NCCS1 (stereo unspecified)	-0.5	14	6	0.4
CCOCC(O)CSc1nc2ccccc2o1 (stereo unspecified)	-0.3	13	7	0.7
CCN(CC)c1nc(N)nc(N(c2ccccc2)c2ccccc2)n1	-0.6	-1	6	0.2
Cn1cc(-c2ccccc2C(=O)O)c(=O)c2ccccc21	1.7	4	-5	0.3
COc1cccc(Nc2cc(N3CCN(C(=O)c4ccco4)CC3)c3noc4c3c2C(=O)c2ccccc2-4)c1	-1.2	24	6	-0.2
CCC(C(=O)Nc1sc2c(c1C#N)CCCC2)N1CCCC1 (stereo unspecified)	-1.2	4	-6	-0.2
COc1ccccc1NC(=O)COc1cc(C)c(Cl)c(C)c1	1.2	0	7	-0.1
CCCc1cc(C(=O)Nc2ccc3c(c2)OCO3)no1	-1.9	-19	-54	-0.1
Cn1nccc1C(=O)NC(=S)Nc1cc(Cl)cc(Cl)c1	0.6	-2	-1	-0.1
COc1ccc(NC(=S)NCc2ccncc2)cc1	-0.9	-8	0	-0.1
Cc1ccc(C(=O)N/C(=C\c2cccs2)C(=O)NCCc2ccccc2Cl)cc1C	0.6	-7	7	-0.2
Cc1noc(C)c1C(=O)NS(=O)(=O)c1ccc(Cl)c(Cl)c1Cl	-0.8	-12	-8	0.0
O=C1c2cc(N3CCCC3)c([N+](=O)[O-])cc2C(=O)N1c1ccccc1	-0.6	0	13	-0.2
CCc1ccc2[nH]c(O)c(C3=c4ccccc4=NC3=O)c2c1	-0.1	12	4	0.3
CCC(NC(=O)CCC1(Cc2ccc(C)cc2)CCC(=O)N1)c1cccs1 (stereo unspecified)	-0.8	9	10	0.2
CC(C)C[C@H]1NC(=O)[C@@H]2C[C@H](NC(=O)Nc3ccccc3Cl)CN2C1=O	-0.4	-9	-7	0.1
CN(C)CCCNC(=O)C1CCN(S(=O)(=O)c2cccc3nsnc23)CC1	-0.7	1	0	0.1
CCOC(=O)c1c(NC(=O)c2cc(-c3ccc(CC)cc3)nc3ccccc23)sc2c1CCCC2	-0.5	-13	-2	0.1
CC(=O)Nc1ccc(C(=S)NCCCO)cc1	1.3	3	3	-0.1
CCn1ncc(Br)c1C(=O)Nc1sc2c(c1C(N)=O)CCC2	-0.7	-4	4	0.1
CCOC(=O)C1(CC2CCCCO2)CCN(C(=O)Nc2ccccc2SC)CC1 (stereo unspecified)	1.2	-11	-9	-0.2
(cont.)
SMILES	GPR151 ag	MITF inh	TEAD-YAP inh	FBW7 act
C=CCn1c(C)cn2c3c(=O)n(Cc4ccccc4F)c(=O)n(C)c3nc12	0.0	5	-1	-0.1
CCOC(=O)c1[nH]c(C)c(C(=O)CCc2ccccc2)c1C	0.2	3	-2	0.0
CC(=O)c1ccc(-c2nnc(CCC(=O)N(C)CCc3ccccc3)o2)s1	2.7	0	-22	0.1
COc1ccc(N(CCN2C(=O)c3cccc4c(Br)ccc(c34)C2=O)C(=O)c2ccc(Br)cc2)cc1	0.0	-5	-1	0.5
O=C(CSc1nc2cc3c(cc2c(=O)n1CCC1=CCCCC1)OCO3)NCc1ccccc1	-1.5	-4	-9	-0.2
Cc1cccc(-n2nc3c(c2NC(=O)C2(c4ccc(Cl)cc4)CCCC2)CS(=O)(=O)C3)c1C	0.1	-2	-1	-0.1
Cc1cc(NCCO)nc(N2CCCC2CO)n1 (stereo unspecified)	-2.4	-4	5	-0.1
COCCN(CCOC)S(=O)(=O)c1ccc(C(=O)Nc2nc(C)c(C(C)=O)s2)cc1	0.9	1	-1	-0.1
COc1ccc(NC(=O)c2c(NCc3cccs3)sc3c2CCCCC3)c(OC)c1	-0.4	6	-5	-0.3
CCOc1ccc(C(=O)COc2ccc([N+](=O)[O-])cc2Cl)cc1	0.7	-3	9	0.0
COC(=O)c1ccccc1NC(=S)N1CCN(c2ccccc2)CC1	-0.4	9	-3	0.1
CSc1ccc(C2Oc3ccccc3C3=C2C(c2cccs2)n2ncnc2N3)cc1 (stereo unspecified)	1.1	6	3	0.0
CC(C)N(CCNc1cc(NC2CCN(Cc3ccccc3)CC2)ncn1)C(C)C	-1.2	2	-10	-0.1
Cc1cc(NS(=O)(=O)c2ccc(NC(=O)CCCOc3ccc(Cl)cc3)cc2)nc(C)n1	-0.6	2	-6	0.0
O=C(O)CCCC(=O)Nc1ccc(OC(F)(F)F)cc1	-0.4	6	1	0.1
COc1ccc(NC(=S)SC)cc1OC	1.7	7	2	0.1
CCc1ccc(/C=C2/Sc3ccccc3N(CC(=O)NCc3ccccn3)C2=O)cc1	-0.1	17	13	0.4
COc1ccccc1C1CC(c2ccc(C)cc2)=NN1C(C)=O (stereo unspecified)	0.1	15	-3	0.0
COc1ccc(CCNC(=O)c2ccc(-c3ccc(N4CCOCC4)nc3)s2)cc1	-11	-2	-37	0.0
Cc1ccc2cc(CN(CCc3ccccc3)C(=O)C3CC3)c3nnnn3c2c1C	-0.5	12	-3	0.6
C[C@H]1CN2[C@H](c3ccc(Br)cc3)[C@@H](C)CC[C@H]2C(=O)O1	-0.9	-5	.	0.1
O=C(CCc1nc2sc3c(c2c(=O)[nH]1)CCCC3)NC1CCCC1	1.4	8	-6	0.6
COc1ccc(N2CCN(C(=O)c3cccnc3SCc3cccc(Br)c3)CC2)cc1	2.1	14	-4	0.0
CCc1cccc(NC(=O)CN2C(=O)CC(C)(C)S(=O)(=O)c3ccccc32)c1	2.4	2	8	0.1
N#CCSc1nnc(CNC(=O)c2ccc(F)cc2)o1	-0.3	-5	0	-0.2
O=C(N/N=C/c1cccc(F)c1)c1ccc([N+](=O)[O-])cc1Cl	0.8	-6	-17	0.0
CCSc1nsc(SCC)c1C(=O)O	0.1	-5	-2	-0.1
O=C(CCc1ccc(Oc2cc([N+](=O)[O-])cc([N+](=O)[O-])c2)cc1)N1CCOCC1	-0.6	2	4	-0.1
CN(Cc1ccon1)C(=O)CC1C(=O)NCCN1Cc1ccc(Cl)c(F)c1 (stereo unspecified)	0.3	12	9	0.3
O=C(CN1CCN(S(=O)(=O)c2ccc(Br)cc2)CC1)Nc1ccc(F)cc1F	3.0	-9	-7	0.0

Exported with bars between the fields: entries from further up
SMILES | GPR151 ag | MITF inh | TEAD-YAP inh | FBW7 act
COc1ccc(CCNC(=O)c2ccc(-c3ccc(N4CCOCC4)nc3)s2)cc1 | -11 | -2 | -37 | 0.0
Cc1ccc2cc(CN(CCc3ccccc3)C(=O)C3CC3)c3nnnn3c2c1C | -0.5 | 12 | -3 | 0.6
C[C@H]1CN2[C@H](c3ccc(Br)cc3)[C@@H](C)CC[C@H]2C(=O)O1 | -0.9 | -5 | . | 0.1
O=C(CCc1nc2sc3c(c2c(=O)[nH]1)CCCC3)NC1CCCC1 | 1.4 | 8 | -6 | 0.6
COc1ccc(N2CCN(C(=O)c3cccnc3SCc3cccc(Br)c3)CC2)cc1 | 2.1 | 14 | -4 | 0.0
CCc1cccc(NC(=O)CN2C(=O)CC(C)(C)S(=O)(=O)c3ccccc32)c1 | 2.4 | 2 | 8 | 0.1
N#CCSc1nnc(CNC(=O)c2ccc(F)cc2)o1 | -0.3 | -5 | 0 | -0.2
O=C(N/N=C/c1cccc(F)c1)c1ccc([N+](=O)[O-])cc1Cl | 0.8 | -6 | -17 | 0.0
CCSc1nsc(SCC)c1C(=O)O | 0.1 | -5 | -2 | -0.1
O=C(CCc1ccc(Oc2cc([N+](=O)[O-])cc([N+](=O)[O-])c2)cc1)N1CCOCC1 | -0.6 | 2 | 4 | -0.1
CN(Cc1ccon1)C(=O)CC1C(=O)NCCN1Cc1ccc(Cl)c(F)c1 (stereo unspecified) | 0.3 | 12 | 9 | 0.3
O=C(CN1CCN(S(=O)(=O)c2ccc(Br)cc2)CC1)Nc1ccc(F)cc1F | 3.0 | -9 | -7 | 0.0

(further entries)
SMILES	GPR151 ag	MITF inh	TEAD-YAP inh	FBW7 act
CCN(CC)S(=O)(=O)c1ccc(NC(=O)COc2ccc(C)cc2Br)cc1	-1.8	4	3	0.4
O=C(CN1CCSCC1)N/N=C/c1ccc(Cl)c(Cl)c1	0.3	11	-8	0.0
O=C(O)C1CC(c2c(F)cccc2Cl)=NO1 (stereo unspecified)	-2.7	7	10	0.3
O=C(CC(NCCOCCO)C(=O)O)Nc1ccc(Cl)c(Cl)c1 (stereo unspecified)	2.2	-1	1	-0.2
CC1CC(=O)c2cnc(N3CCCCC3)nc2C1 (stereo unspecified)	1.2	-4	-2	-0.1
Clc1cnc(Nc2ccc(-n3cnc(N4CCOCC4)n3)cc2)nc1-c1cn[nH]c1	-1.5	0	55*	0.1
CCOC(=O)C1=C(C)OC(N)=C(C#N)C1c1ccccc1C(F)(F)F (stereo unspecified)	7.1*	3	0	-0.1
COc1ccc(CCn2c(C)nc(=O)c(-c3ccccc3)c2C)cc1OC	0.0	14	-8	0.1
Cc1ccccc1NC(=O)COc1ccc(C=O)cc1Br	-0.6	9	-44	0.4
Cc1ccc2[nH]c(=O)c(C3CC(c4ccccc4)=NN3C(=O)CCC(=O)O)cc2c1 (stereo unspecified)	1.4	2	7	0.5
CCCCOc1ccc(C(=O)OCCN2C(=O)C3C4c5ccccc5C(c5ccccc54)C3C2=O)cc1 (stereo unspecified)	0.0	3	6	-0.2
CC(Oc1ccccc1)C(=O)Nc1ccccc1C(N)=O (stereo unspecified)	0.3	-7	-36	0.1
c1ccc(Cn2cc(-c3cnc(N4CCOCC4)c4nccn34)cn2)cc1	0.0	-13	4	-0.2
CSc1nnc(SCc2nc3ccccc3n2C)s1	-0.2	15	-22	-0.1
O=C1CCCN1CCCNc1nc(NCc2ccc3c(c2)OCO3)nc2c1ncn2Cc1ccc(C(F)(F)F)cc1	-1.3	6	7	-0.1
CC(NC(=O)c1cc(=O)c2ccccc2o1)C(c1ccccc1)N1CCOCC1 (stereo unspecified)	2.8	7	-3	-0.1
COc1cccc(/C=N/NC(=O)c2cc3ccccc3cc2O)c1O	-6.1	24	53*	0.0
O=C(NC1CCN(Cc2ccccc2)CC1)c1cc(NC2CCN(Cc3ccccc3)CC2)nc2ccccc12	-2.1	9	-1	0.0
